Redox H2O2 prof = compounds producing H2O2 with reducing agent – biochemical, NIH compound library profiling, artefact control for MLSCN library redox annotation, primary screen. DTT-dependent redox cycling H2O2, phenol red/HRP absorbance; 100% = 100 µM peroxide control, 0% = buffer. activation, % at 10 µM. 0.03% of 200,000 active. AID 878;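 active = activation of at least 50% relative to the plate's high and low controls in the primary single-dose screen; inactive = activation below 50%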;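 note: compound incubated with DTT at 0.8 mM final as the reducing agent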
L major viab = reduces viability of Leishmania major promastigotes; resazurin fluorescence viability; 9% of 200,000 active; AID 1063; inhibition, % at 10 µM; in the data active = inhibition above about 50%;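 note: promastigotes grown with compound for 44 hours at 28 °C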
Hsp70 act = Hsp70 transcriptional activation, primary screen. HeLa Hsp70 promoter luciferase reporter, luminescence; scaled: vehicle 0, proteasome-inhibitor control 100%. activation, % at 10 µM. 0.04% of 200,000 active. AID 1203;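 active = activation above the mean across all tested compounds plus 3 SD, cutoff set per campaign, cut at about 5.5% in these data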;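 note: 100% = MG132 at 30 µM as the positive control and 0% = DMSO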
RAM network inh = inhibitors of the yeast RAM network; S. cerevisiae dse1pr::URA3 reporter, 5-FOA growth OD615, 2 d; analog-sensitive cbk1-as2 kinase mutant strain; AID 868; inhibition, % at 50 µM; 1.8% of 190,000 active;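 active = inhibition above a set limit, 3 SD over mean compound inhibition, cut at about 8.4% in these data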;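 note: 0% = DMSO-only wells with no growth and 100% = 10 µM 1-NA-PP1 full growth; inhibition rescues growth on 5-FOA so higher OD means more RAM inhibition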
TNAP inh noacc = TNAP (human) inhibition, acceptor-free conditions. purified TNAP, CDP-star luminescence, 30 min. inhibition, % at 20 µM. AID 1012. 0.26% of 200,000 active;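 active = tissue-nonspecific alkaline phosphatase inhibition above about 50% at 20 µM in the single-dose screen, limit read from the data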;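 note: 0% = DMSO negative control and 100% = EDTA positive control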
Target sequence (P05186 whole entry, looked up): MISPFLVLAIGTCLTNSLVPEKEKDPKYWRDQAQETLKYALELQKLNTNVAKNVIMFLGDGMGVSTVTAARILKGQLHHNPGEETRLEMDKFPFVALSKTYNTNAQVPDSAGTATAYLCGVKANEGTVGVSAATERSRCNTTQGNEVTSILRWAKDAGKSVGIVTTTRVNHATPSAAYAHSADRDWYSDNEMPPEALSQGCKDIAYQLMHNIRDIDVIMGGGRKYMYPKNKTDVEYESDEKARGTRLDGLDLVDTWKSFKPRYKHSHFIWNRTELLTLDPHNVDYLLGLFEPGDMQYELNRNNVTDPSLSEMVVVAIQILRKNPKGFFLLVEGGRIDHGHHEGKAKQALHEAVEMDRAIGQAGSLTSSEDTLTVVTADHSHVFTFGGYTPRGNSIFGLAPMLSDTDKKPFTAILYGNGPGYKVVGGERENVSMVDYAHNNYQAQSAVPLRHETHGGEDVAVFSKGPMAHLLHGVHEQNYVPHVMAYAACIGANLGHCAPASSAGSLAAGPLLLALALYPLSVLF
PMI act = increases human mannose-6-phosphate isomerase activity. 0.005% of 190,000 active. AID 1214. purified human PMI, coupled resazurin fluorescence, 20 min; stronger effect = higher value; 1 = vehicle control, 0 substrate-free wells. activation factor at 20 µM. P34949;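 active = activation factor of 2 or more at 20 µM, relative to plate controls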
Target sequence (P34949 whole entry, looked up): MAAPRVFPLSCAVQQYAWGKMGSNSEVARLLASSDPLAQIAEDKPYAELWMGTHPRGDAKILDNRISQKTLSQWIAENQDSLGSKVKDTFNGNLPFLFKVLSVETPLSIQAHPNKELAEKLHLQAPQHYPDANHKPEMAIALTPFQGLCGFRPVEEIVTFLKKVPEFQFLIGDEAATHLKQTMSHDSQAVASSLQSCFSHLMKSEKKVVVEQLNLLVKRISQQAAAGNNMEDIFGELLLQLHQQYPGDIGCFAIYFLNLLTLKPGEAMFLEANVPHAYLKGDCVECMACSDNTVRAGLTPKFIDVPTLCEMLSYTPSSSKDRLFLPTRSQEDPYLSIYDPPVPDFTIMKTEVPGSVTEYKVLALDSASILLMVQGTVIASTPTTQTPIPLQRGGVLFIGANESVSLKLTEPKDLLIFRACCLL
TNAP inh hiacc = TNAP (human) inhibition, high acceptor. purified TNAP, CDP-star luminescence, 1 M DEA. 0.03% of 200,000 active. inhibition, % at 20 µM. AID 1135;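 active = over 50% inhibition of tissue-nonspecific alkaline phosphatase at 20 µM in the single-dose screen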;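 note: plate controls were DMSO wells for no effect and EDTA-quenched wells as full inhibition for full effect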
PMI act satM6P = activators of human phosphomannose isomerase at near-saturating mannose 6-phosphate. P34949. coupled PMI enzyme assay, resazurin fluorescence, 20 min; stronger effect = higher value; 1 = untreated enzyme, 0 = substrate-free blank. 0.34% of 190,000 active. AID 1216. activation factor at 20 µM;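 active = activation factor of 2 or more at 20 µM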
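Test system: human PMI in coupled enzyme assay; Input: PMI at 15 ng/mL final; Medium: HEPES buffer, pH 7.4; Schedule: 20 min incubation at room temperature; Technique: resorufin fluorescence at Ex 544/Em 590 nm; Compound: 20 µM single dose; Probe or stimulus: Near-saturating mannose-6-phosphate, 1.0 mM.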
Efa HMGR inh = E. faecalis class II HMG-CoA reductase inhibition | 0.41% of 190,000 active | purified E. faecalis HMGR, NADPH absorbance 340 nm kinetic | inhibition, % at 10 µM;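 active = inhibition above a set limit, the median over all tested compounds plus 3 SD, cut at about 9.5% in these data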;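 note: enzyme runs in reverse so mevalonate oxidation gives rising NADPH absorbance; 0% = complete reaction with DMSO and 100% = background rate lacking mevalonate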
S1P3 antag = S1P3 (human) receptor antagonism; 0.27% of 170,000 active; inhibition, % at 4.98 µM; CHO S1P3 NFAT-BLA reporter, FRET fluorescence, antagonist mode; Q99500;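 active = inhibition above the plate cutoff, the mean inhibition of test wells on that plate plus 3 SD, cut at about 28% in these data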;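 note: cells challenged with S1P at its EC80 of 0.8 µM; blue over green emission ratio from cleaved BLA substrate after 4 h stimulation; 0% = S1P-stimulated wells and 100% = unstimulated DMSO-only wells; some compounds past the cut are filed as inactive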
The depositor's hits bear a star; nt = not tested or not shown; & = joins results of further samples.

SMILES	Redox H2O2 prof	L major viab	Hsp70 act	RAM network inh	TNAP inh noacc	PMI act	TNAP inh hiacc	PMI act satM6P	Efa HMGR inh	S1P3 antag
COc1ccc(C2CC(C(F)(F)F)n3nc(C(=O)O)cc3N2)cc1OC (stereo unspecified)	0.0	-5	0.1	-1.7	5	1	-4	0.9	-1	-10
C#Cc1ccc([C@@H]2C=C(C(=O)NCc3ccccc3)O[C@H](OCC)[C@H]2CCCO)cc1	-1.3	2	-0.1	3.6	-4	0.9	-1	0.9	1	-5
O=C(N/C(=C\c1ccc(Cl)cc1)C(=O)N1CCOCC1)c1ccc([N+](=O)[O-])cc1	-1.1	12	-0.3	-0.8	-14	1	1	1	5	-13
Cc1ccc(N2C(=O)C3ON(c4ccccc4)C(c4ccncc4)C3C2=O)cc1 (stereo unspecified)	-3.0	41	-0.4	0.9	-8	1	-3	1.1	0	nt
COC(=O)CCNc1n[nH]c(=O)[nH]c1=O	-0.7	-4	-0.4	0.7	-6	1	-5	1	-12	-12
CN(c1ccccc1)S(=O)(=O)c1cccc(NC(=O)CSc2ncn[nH]2)c1	0.5	-2	-0.3	0.4	-7	0.8	3	0.9	3	7
CN1C(=O)C2(c3ccccc31)N(C)CC(c1ccccc1)C21SC(=S)N(Cc2ccco2)C1=O (stereo unspecified)	1.7	99*	-0.3	5.6	-2	0.8	1	1	-5	nt
CCOC(=O)c1cc(CC)sc1NC(=O)c1cccc(N2C(=O)CCC2=O)c1	1.1	-1	-0.6	2.9	-12	0.9	4	1	-2	10
COc1cccc(NC(=O)Nc2cnccn2)c1	1.1	-3	0.1	1.4	-8	0.9	-6	1	-2	2
O=C(COC(=O)c1ccncc1)Nc1ccccc1	-1.2	-1	-0.3	1.6	-11	1.1	-4	1.1	-24	-10
COc1ccc2cnnc(SCC(=O)Nc3ccc(C(C)=O)cc3)c2c1OC	0.2	9	0.2	1.8	-12	0.9	-1	1	-4	-1
O=C(c1ccccc1F)N1CCN(C2CCC(c3ccccc3)CC2)CC1 (stereo unspecified)	-0.3	97*	-0.3	0.2	-11	nt	-5	nt	-3	0
Clc1cccc(-c2nn3c(-c4ccncc4)nnc3s2)c1	nt	nt	nt	nt	-10	1	-8	0.9	nt	14
CCOc1ncccc1C(=O)OCC(=O)c1ccc(OC)c(OC)c1	-1.1	-6	-0.4	0.4	-6	1	2	1.1	-5	-5
CC(C)(C)C(=O)CN1CCN(S(=O)(=O)c2ccc(F)cc2)CC1	-0.2	0	-0.7	-0.2	-2	0.9	-2	1.1	-4	5
CCn1c(SCC(=O)NNC(=O)c2ccc(C)cc2)nnc1-c1ccco1	-0.1	-6	-0.3	0.1	-24	1	2	1.3	-2	10
C=CCc1cccc(CNc2nc3ccccc3n2CC)c1O	-1.6	15	-0.4	-0.1	-3	0.8	-2	0.9	-11	38
CCn1c(SCC(=O)Nc2ccc3c(c2)OCO3)nc2c1c(=O)n(C)c(=O)n2C	-0.6	5	0.1	2.9	-7	0.9	0	1	-5	-9
CC1CCC(NC(=O)c2ccc(CNc3c(NC4CCCCC4)c(=O)c3=O)cc2)CC1 (stereo unspecified)	0.3	-7	-0.2	2.0	-7	1.1	-2	1	-2	0
CCN(CC)Cc1c(C(=O)OC(C)C)nnn1-c1nonc1N	2.0	5	0.1	0.7	-19	0.9	-4	0.9	-7	-5
Nc1c(C(=O)NCc2ccccc2)nnn1Cc1cccc(Cl)c1	-0.7	-2	-0.6	0.8	-15	1	-7	1	-5	41
NC(N)=N/N=C/c1c(Cl)cccc1Cl	0.8	26	-0.2	2.8	-4	1.1	2	1	-6	2&-1
O=C(CN1CCCC1)N1c2ccccc2Sc2ccccc21	-0.2	1	0.0	2.2	-14	1.1	-2	1.1	-4	15
CC(C)c1ccc(NC(=O)N(CCc2nc3ccccc3[nH]2)C2CCCC2)cc1	1.9	43	-0.3	1.6	-23	1	-2	1	-3	nt
CCCC(=O)Nc1ccc(C(=O)Nc2nc(CC(=O)OCC)cs2)cc1	0.7	7	0.1	4.3	-13	0.9	-8	0.9	-6	nt
Cc1ccc(CSCCNC(=O)CN(c2cccc([N+](=O)[O-])c2)S(C)(=O)=O)cc1	0.3	4	-0.3	4.7	-2	0.9	-2	0.9	0	1
Cc1cc(C(F)(F)F)n2[nH]c(=O)c(N=Nc3ccccc3)c2n1	-0.5	-5	-0.1	-0.9	12	1.1	16	1.1	-4	2
CCOC(=O)N/N=C(\C)c1ccc(-n2cnnn2)cc1	-0.6	-4	-0.1	0.4	-1	1.1	-3	1.1	-1	0
CC1CN(C(=O)C2CCCN2S(=O)(=O)c2ccc(Cl)cc2)CC(C)O1 (stereo unspecified)	-3.9	3	-0.1	0.4	-4	1.1	0	1.1	-3	-28
Nc1cccc(S(=O)(=O)c2cccc(N)c2)c1	2.2	-1	-0.3	0.7	-5	1	-4	1	-1	-9

Some entries already given with just RAM network inh and S1P3 antag.
SMILES	RAM network inh	S1P3 antag
NC(N)=N/N=C/c1c(Cl)cccc1Cl	2.8	2&-1
Cc1ccc(CSCCNC(=O)CN(c2cccc([N+](=O)[O-])c2)S(C)(=O)=O)cc1	4.7	1
CCCC(=O)Nc1ccc(C(=O)Nc2nc(CC(=O)OCC)cs2)cc1	4.3	nt
Nc1c(C(=O)NCc2ccccc2)nnn1Cc1cccc(Cl)c1	0.8	41

The results go on.
SMILES	Redox H2O2 prof	L major viab	Hsp70 act	RAM network inh	TNAP inh noacc	PMI act	TNAP inh hiacc	PMI act satM6P	Efa HMGR inh	S1P3 antag
OC1(Cc2ccn[nH]2)CCCCC1	2.9	-9	-0.1	0.6	-11	1	-5	1	-1	3
CCS(=O)(=O)NC(C)C(c1cccs1)N1CCN(C)CC1 (stereo unspecified)	-1.0	-9	0.2	0.6	-10	1	-2	1	-1	nt
C=CCn1c(N)c(C(=O)OCC)sc1=S	0.0	-2	-0.1	-0.4	-15	0.9	-4	0.9	0	nt
Cc1nc2c(Br)c(C)nn2c2c1CCC2	-0.3	-3	-0.2	1.9	-5	1.3	-4	1.3	-3	-24
Nc1nc(-c2c[nH]c3ccccc23)cs1	1.0	-8	-0.2	1.1	1	1.6	-8	1.9	2	-32
COc1ccc(-n2c(CCc3ccccc3)nnc2SCC(=O)c2ccc(Cl)cc2)cc1	0.6	3	0.0	2.7	0	0.8	-2	1	0	-15
C[C@H](NC(N)=O)C(=O)Nc1ccc(OCc2ccccc2)cc1	-1.2	-2	-0.2	1.0	2	1.2	4	1	-5	-10
COc1ccc(OC)c(Cc2nnc(CCC(=O)NC3C4CC5CC(C4)CC3C5)o2)c1 (stereo unspecified)	-0.2	13	-0.3	1.6	-2	nt	-15	nt	-5	-21
CC1CCCC(NC(=O)CN2CCN(Cc3ccc(Cl)cc3)C2=O)C1C (stereo unspecified)	-0.1	-1	-0.4	-0.1	-18	1	-11	1	-3	nt
CNc1cccc2c1C(=O)c1ccccc1C2=O	0.8	0	0.2	2.6	15	0.7	20	0.8	7	9
Cc1cc(-c2ccccc2)nc(N2CCC(C(=O)NC34CC5CC(CC(C5)C3)C4)CC2)n1	-2.8	2	-0.1	2.1	6	1	-5	0.9	3	nt
CS(=O)(=O)N1CCCC(C(=O)NC2CCCCCCC2)C1 (stereo unspecified)	-2.1	-6	0.0	-0.1	-6	0.8	4	0.9	5	-20
COC(=O)c1ccc(C2NC(=O)NC(C)=C2C(=O)N(C)C)cc1 (stereo unspecified)	2.0	-5	-0.5	-0.6	-1	1.1	-4	1.1	4	19
COc1ccc(S(=O)(=O)NCCSc2ccc(Cl)cc2)cc1OC	0.9	0	-0.3	-1.6	-4	1	-2	1	-4	nt
COc1cccc(N(C(=O)c2nc3nccc(C)n3n2)c2nc3ccccc3s2)c1	0.7	12	0.0	-0.6	-11	0.9	-3	1	3	18
Cc1ccc(C(C)C)cc1OCCOCCN1CCCC1	0.4	100*	-0.5	0.3	-26	1.1	-8	1.1	1	nt
Cc1c(-c2nc(-c3cccnc3)no2)cccc1[N+](=O)[O-]	-1.8	9	-0.4	0.9	-2	1	0	1	-5	3
CC1CCN(CCCNC(=O)C2CC(=O)N(C3CCCCCC3)C2)CC1 (stereo unspecified)	0.0	-3	0.1	-0.2	-9	1	-7	0.9	2	6
CCCCNC(=O)Nc1nc2ccccc2s1	-2.7	16	0.1	1.5	-16	1	-5	1	4	10
Cn1c(C(=O)N2CCN(c3ccc([N+](=O)[O-])cc3)CC2)cc2c(=O)[nH]c3ccccc3c21	-1.8	-5	-0.1	7.6	3	1	6	1	-11	-5

Shown bar-delimited: entries from further up.
smiles | Redox H2O2 prof | L major viab | Hsp70 act | RAM network inh | TNAP inh noacc | PMI act | TNAP inh hiacc | PMI act satM6P | Efa HMGR inh | S1P3 antag
Cc1ccc(C(C)C)cc1OCCOCCN1CCCC1 | 0.4 | 100* | -0.5 | 0.3 | -26 | 1.1 | -8 | 1.1 | 1 | nt
Cc1c(-c2nc(-c3cccnc3)no2)cccc1[N+](=O)[O-] | -1.8 | 9 | -0.4 | 0.9 | -2 | 1 | 0 | 1 | -5 | 3
CC1CCN(CCCNC(=O)C2CC(=O)N(C3CCCCCC3)C2)CC1 (stereo unspecified) | 0.0 | -3 | 0.1 | -0.2 | -9 | 1 | -7 | 0.9 | 2 | 6

Following part.
SMILES	Redox H2O2 prof	L major viab	Hsp70 act	RAM network inh	TNAP inh noacc	PMI act	TNAP inh hiacc	PMI act satM6P	Efa HMGR inh	S1P3 antag
N#Cc1c2n(cnc1=O)CCCCC2	0.0	1	-0.5	1.8	0	1	-4	1	-11	nt
Cn1c(CSc2nnc(SCc3ccccc3)s2)nc2ccccc21	-1.1	2	-0.1	0.2	-4	0.9	-4	0.9	-1	20
NC(=O)c1ccccc1N=Cc1ccc2ccccc2c1	-0.1	24	-0.2	4.5	-6	1	1	1	3	-3
Cc1cccc(NC(=O)CS(=O)(=O)c2cn(C)c3ccccc23)c1	-2.8	-2	-0.2	0.7	-15	0.9	-4	0.8	-6	10
Cc1cc(C2=NNC(=NC3CCCCC3)SC2)c(C)n1-c1c(C)n(C)n(-c2ccccc2)c1=O	0.3	43	-0.1	2.5	-8	1	-4	0.9	0	-15
CCOC(=O)c1sc2nc(C)nc(N3CCN(c4ncccn4)CC3)c2c1C	0.4	7	0.4	0.0	-2	1.2	-2	1	3	-2
Cc1ccc(NCc2n[nH]c(=S)n2Cc2ccccc2)cc1Cl	0.5	3	-0.1	-1.1	13	0.8	5	0.8	-1	-2
COc1ccc(N(CC(=O)NCCSc2ccccn2)S(C)(=O)=O)cc1	-2.9	-1	-0.1	0.7	-10	1	-9	1	0	nt
CCC(=O)N=c1sc2c(C)cc(C)cc2n1CC(=O)OC	-0.6	7	-0.3	4.0	-17	1	-4	1	-3	-15

Screening data from PubChem BioAssay.
